Pin1 inhibitor = qHTS Assay to Find Inhibitors of Pin1; Peptidyl-prolyl cis-trans isomerase NIMA-interacting 1 (Homo sapiens), Q13526; Potency, µM (highest dose often 115 µM), for the others: top-dose activity, negative = inhibition, most hits filed as inhibitors; AID 504891, 2011; 390,000 compounds, 0.009% hits; Pin1 FP peptide displacement, HiFluor488, 10 min; active means well fitted inhibition curve with a large enough effect in the polarisation, with a control signal flat, not every such curve was filed as active; inconclusive means small, poorly fitted or top-dose-only effect, or effect the other way, or a change in a side signal; inactive means no such curve, though single readings can be large or run the other way; the % refers to the polarisation; further: potency means the concentration at half of the fitted maximal effect; on the % scale 0 is the no-effect control and ±100 the full control effect
HP1b binding inh = HTS for Inhibitors of HP1-beta Chromodomain Interactions with Methylated Histone Tails; Chromobox protein homolog 1 (Homo sapiens), P83916; AlphaScreen HP1-beta / biotin-H3K9me3 peptide binding; Potency, µM (series often up to 114 µM), for inactives: at the highest dose activity change, negative = inhibition, usual class: inhibitors; 390,000 compounds, 0.56% hits; AID 540317, 2011; further: potency means the concentration at half of the fitted maximal effect; nearly all actives have a fitted effect of over 70% in size; inactives centre near 23
Target sequence (P83916 whole entry, looked up): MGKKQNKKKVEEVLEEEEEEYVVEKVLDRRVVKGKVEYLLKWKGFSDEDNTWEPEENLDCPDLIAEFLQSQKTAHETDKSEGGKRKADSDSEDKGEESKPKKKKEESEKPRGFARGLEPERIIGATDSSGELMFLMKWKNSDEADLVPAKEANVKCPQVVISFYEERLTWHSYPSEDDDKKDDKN
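Compound inhibition of the preformed complex between 50 nM HP1-beta and 50 nM biotinylated H3K9me3 peptide was read by AlphaScreen. Buffer was PBS pH 7.4 with 0.01% Tween-20. Incubations ran 30 min at room temperature, with 10 ug/mL donor/acceptor beads.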
G9a inh = qHTS Assay for Inhibitors of Histone Lysine Methyltransferase G9a | Histone-lysine N-methyltransferase EHMT2 (Homo sapiens), Q96KQ7 | G9a H3K9 monomethylation, AlphaScreen, 2 h | Potency, µM (series often up to 102 µM), for the others: at the top dose activity, negative = inhibition, actives largely listed as inhibitors | 350,000 compounds, 8.8% hits | AID 504332, 2011; further: potency means the concentration at half of the fitted maximal effect; on the % scale 0 is the no-effect control and ±100 the full control effect; nearly all actives have a fitted effect of over 75% in size
Target sequence (Q96KQ7 913-1193 limits assumed): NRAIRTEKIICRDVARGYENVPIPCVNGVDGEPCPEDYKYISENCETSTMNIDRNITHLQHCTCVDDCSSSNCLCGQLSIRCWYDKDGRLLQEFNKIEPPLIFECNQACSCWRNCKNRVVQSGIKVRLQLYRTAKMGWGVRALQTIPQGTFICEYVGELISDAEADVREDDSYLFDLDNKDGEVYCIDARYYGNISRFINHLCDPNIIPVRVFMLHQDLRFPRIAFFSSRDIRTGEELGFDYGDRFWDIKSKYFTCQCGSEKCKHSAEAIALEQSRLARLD
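Enzyme 20 nM + cpd, 15 min RT; add b-H3K9 pep 500 nM / SAM 20 uM; 2 h RT; anti-H3K9me1 Ab 0.5 ug/mL + SA donor / anti-rabbit acceptor beads 20 ug/mL each, 10 min; AlphaScreen read.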
Tb PGK inh = qHTS Assay to Find Inhibitors of Phosphoglycerate Kinase | Phosphoglycerate kinase, glycosomal (Trypanosoma brucei brucei), P07378 | PGK/GAPDH coupled, Kinase-Glo luminescence, 60 min | Potency, µM (doses to about 57.5 µM), for the others: top-dose activity change, negative = inhibition, most hits filed as inhibitors | 380,000 compounds, 0.043% hits; further: potency means the concentration at half of the fitted maximal effect; on the % scale 0 is the no-effect control and ±100 the full control effect; nearly all actives have a fitted effect of over 60% in size
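Luminescent ATP detection (Kinase-Glo Plus) follows a 60-minute room-temperature incubation, with wells lacking PGK as controls. Buffer: 100 mM TEA (pH 7.6), 5 mM MgCl2, 0.01% Tween-20. Coupling enzyme GAPDH (100 nM final) supplies unstable 1,3-BPG in-well.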
GLS inh = qHTS for Inhibitors of Glutaminase (GLS); AID 624170, 2012; Glutaminase kidney isoform, mitochondrial (Homo sapiens), O94925; GLS enzymatic activity, qHTS titration; Potency, µM (doses to about 45.5 µM), for inactives: at the highest dose activity change, negative = inhibition, usual class: inhibitors; 410,000 compounds, 0.21% hits; further: potency means the concentration at half of the fitted maximal effect; on the % scale 0 is the no-effect control and ±100 the full control effect
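Two-point fluorescence kinetic (t0, 30 min RT) for hKGA; glutamate detected via glutamate oxidase–HRP–Amplex Red. Substrate: 1 mM L-glutamine solution; buffer 45 mM KH2PO4, pH 8.2.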
BAZ2B block = qHTS Assay for Inhibitors of BAZ2B; Bromodomain adjacent to zinc finger domain protein 2B (Homo sapiens), Q9UIF8; AlphaScreen BAZ2B-H3K14Ac peptide displacement; Potency, µM (titrated, usually from 114 µM), without a hit: at the highest dose activity change, negative = inhibition, usual class: inhibitors; 360,000 compounds, 4.4% hits; further: potency means the concentration at half of the fitted maximal effect; on the % scale 0 is the no-effect control and ±100 the full control effect; nearly all actives have a fitted effect of over 60% in size
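In this displacement format the biotinylated H3(5-23) peptide acetylated at Lys14 serves as ligand at 50 nM, with BAZ2B at 50 nM in PBS pH 7.4 containing 0.01% Tween-20. Donor and acceptor beads are 10 ug/mL final.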
POLH inh = qHTS for Inhibitors of Polymerase Eta | 390,000 compounds, 1.2% hits | DNA polymerase eta (Homo sapiens), Q9Y253 | AID 588591, 2011 | recombinant Pol eta, fluorescent DNA replication assay | Potency, µM (top dose mostly 114 µM), inactives show at the top dose activity change, negative = inhibition, actives largely listed as inhibitors; further: potency means the concentration at half of the fitted maximal effect; on the % scale 0 is the no-effect control and ±100 the full control effect
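Fluorescent replication assay: 50 nM final substrate added after a 15 min room-temperature compound preincubation with 10 nM enzyme. Signal taken at 0 min and again at 10 min.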
PI4K2A inh = qHTS for small molecular inhibitors of PI4K2A. Phosphatidylinositol 4-kinase type 2-alpha (Homo sapiens), Q9BTU6. purified PI4K2A, ADP-Glo luminescence, 1 h; active compounds read low. activity change, negative = inhibition, % at 76.9 µM. 420,000 compounds, 0.13% hits; in the data active means activity change below about -50%; inconclusive means mostly about -30% to -49%;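 further: -100% = wells without enzyme as full effect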
Target sequence (Q9BTU6 whole entry, looked up): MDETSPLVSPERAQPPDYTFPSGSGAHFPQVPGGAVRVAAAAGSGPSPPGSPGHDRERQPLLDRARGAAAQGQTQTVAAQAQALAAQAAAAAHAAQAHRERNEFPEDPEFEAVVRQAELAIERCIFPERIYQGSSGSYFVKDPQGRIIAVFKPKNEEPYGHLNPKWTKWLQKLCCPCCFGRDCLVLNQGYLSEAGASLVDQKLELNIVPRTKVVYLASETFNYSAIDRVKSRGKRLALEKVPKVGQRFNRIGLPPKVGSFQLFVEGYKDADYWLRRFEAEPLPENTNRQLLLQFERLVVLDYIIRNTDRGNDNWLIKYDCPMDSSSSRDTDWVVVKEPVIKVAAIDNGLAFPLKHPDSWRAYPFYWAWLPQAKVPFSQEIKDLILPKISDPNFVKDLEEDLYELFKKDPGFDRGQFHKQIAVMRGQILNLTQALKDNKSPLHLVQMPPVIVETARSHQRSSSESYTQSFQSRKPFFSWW
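PI4K2A activity was measured by ADP-Glo luminescence: enzyme (4 ug/mL stock) and phosphatidylinositol (1.2 mM stock) in Tris pH 7.5/MgCl2/EGTA/Triton X-100 buffer were reacted with ATP (300 microM stock) for one hour at ambient temperature.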
JMJD2A Tudor inh = qHTS Assay for Inhibitors of JMJD2A-Tudor Domain. Lysine-specific demethylase 4A (Homo sapiens), O75164. AlphaScreen JMJD2A-Tudor / H3K4me3 peptide binding. Potency, µM (doses to about 114 µM), without a hit: top-dose activity change, negative = inhibition, usual class: inhibitors. 390,000 compounds, 4.4% hits; further: potency means the concentration at half of the fitted maximal effect; on the % scale 0 is the no-effect control and ±100 the full control effect; nearly all actives have a fitted effect of over 50% in size
An asterisk follows results filed as active; i = inactive; ? = inconclusive; · = not tested or not shown; [ ] = dose if it differs, or a comment. Unless noted, the call rests on the fitted dose curve; in most records, active means well fitted curve in the direction sought with a large enough effect; inconclusive means small, poorly fitted or top-dose-only effect, or another doubt; inactive means no such curve, though single readings can be large; an effect the other way counts as inactive or inconclusive. Not all compounds are listed, so the mix of outcomes need not match the whole.

Pin1 inhibitor | HP1b binding inh | G9a inh | Tb PGK inh | GLS inh | BAZ2B block | POLH inh | PI4K2A inh | JMJD2A Tudor inh | Compound
? | 127%[activator] | 29% | -6% | 22% | -6% | -22% | -1 | 54%[activator] | CCOC(=O)c1c2ccc(OCC(=O)NN)cc2n2ccccc12
-1% | 16% | -12% | 4% | 5% | -3% | -5% | 4 | -14% | COc1ccc(-c2nc(CSCC(=O)NCCC3=CCCCC3)c(C)o2)cc1OC
2% | 29% | 1%[59 µM] | i | -4% | 3% | -14% | 1 | -10% | CCn1c(SCc2ccc(F)cc2Cl)nnc1-c1nonc1NC(C)=O
? | 12% | 13%[0.501 µM] | 0% | 0% | 19% | -4% | 2 | -10% | NS(=O)(=O)c1ccc(NC(=O)c2cc(-c3ccccc3O)n[nH]2)cc1
-8% | 36% | 37% | -3% | 2% | -2% | -20% | -6 | 1% | COc1ccc(S(=O)(=O)Nc2ccccc2C(=O)N2CCOCC2)cc1F
25% | 42%[activator] | 7%[59 µM] | -3% | -3% | -3% | -20% | 3 | -1% | COc1cc(NC(=O)CSc2ccc(-c3sc(-c4ccccc4)nc3C)nn2)cc(OC)c1
-1% | 29% | · | 2% | 21% | -6% | -19% | 2 | -13% | Cc1cc(C)c(S(=O)(=O)N2CCOC2CNC(=O)C(=O)NCCCN2CCOCC2)c(C)c1 (stereo not given)
9% | 37% | 27%[59 µM] | -4% | -1% | 2% | -9% | -2 | 5% | CC1=CN2C(=N)/C(=C/c3cn(CCCOc4ccccc4C)c4ccccc34)C(=O)N=C2S1
1% | 70%[activator] | 19%[59 µM] | 0% | 7% | · | -9% | -7 | 32% | CC1(C)Cc2ccccc2-c2nc3ccccc3c(=O)n21
-11% | 9% | -11% | 3% | 11% | -6%[57.1 µM] | 4% | -2 | -14% | CCc1nnc(NC(=O)CCC(=O)N2CCN(Cc3ccc(OC)c(F)c3)CC2)s1
2% | 31% | ? | 4% | 61%[activator] | -6% | -10% | 7 | -7% | CCN1CCN(c2cc(C)c3cc(NC(=O)CCC(=O)Nc4ccc(OC)cc4OC)ccc3n2)CC1
? | 20% | · | -9% | 1% | ? | -17% | -1 | ? | CC(C)n1cc(/C=C/c2cc[n+](C)cc2)c2ccccc21
? | 9% | 1%[59 µM] | -8% | 5% | 79µM* | -10% | -2 | 40µM* | O=C/C(=C\Nc1ccccn1)c1nc2ccccc2o1
2% | 33% | 12%[12.7 µM] | 5% | 7% | -4% | -18% | 1 | -2% | COc1ccc(S(=O)(=O)N2CCN(CC(=O)c3[nH]c(C)c(C(C)=O)c3C)CC2)cc1OC
0% | 41%[activator] | 2%[59 µM] | i | 2% | -1% | -10% | -3 | -8% | COc1ccc(NC(=O)C(=O)Nc2ccc3nc4n(c(=O)c3c2)CCCCC4)c(OC)c1

Part of the list above, showing only PI4K2A inh and JMJD2A Tudor inh.
structure,PI4K2A inh,JMJD2A Tudor inh
CC1(C)Cc2ccccc2-c2nc3ccccc3c(=O)n21,-7,32%
CCc1nnc(NC(=O)CCC(=O)N2CCN(Cc3ccc(OC)c(F)c3)CC2)s1,-2,-14%
CCN1CCN(c2cc(C)c3cc(NC(=O)CCC(=O)Nc4ccc(OC)cc4OC)ccc3n2)CC1,7,-7%
CC(C)n1cc(/C=C/c2cc[n+](C)cc2)c2ccccc21,-1,?

The main list resumes; the 3 compounds before the break are reprinted first.
Pin1 inhibitor | HP1b binding inh | G9a inh | Tb PGK inh | GLS inh | BAZ2B block | POLH inh | PI4K2A inh | JMJD2A Tudor inh | Compound
? | 9% | 1%[59 µM] | -8% | 5% | 79µM* | -10% | -2 | 40µM* | O=C/C(=C\Nc1ccccn1)c1nc2ccccc2o1
2% | 33% | 12%[12.7 µM] | 5% | 7% | -4% | -18% | 1 | -2% | COc1ccc(S(=O)(=O)N2CCN(CC(=O)c3[nH]c(C)c(C(C)=O)c3C)CC2)cc1OC
0% | 41%[activator] | 2%[59 µM] | i | 2% | -1% | -10% | -3 | -8% | COc1ccc(NC(=O)C(=O)Nc2ccc3nc4n(c(=O)c3c2)CCCCC4)c(OC)c1
-4% | 31% | 15% | -9% | -6% | 1% | -9% | 0 | -15% | CN(C)C(=O)C(OC(=O)c1ccc2c(c1)CCCC2)c1ccccc1 (stereo not given)
-10% | 17% | 39% | -5% | -4% | -12% | -20% | -4 | -3% | COc1c(C(=O)Nc2ccc(CN3CCOCC3)cc2)cc2ccccc2c1Br
1% | 46%[activator] | 45µM* | -8% | -2% | -3% | -9% | -1 | -6% | COC(=O)C1=C(C)N(CCc2ccc(OC)c(OC)c2)C(=O)/C1=C\N(C)C
-9% | 53%[activator] | -5%[59 µM] | 4% | -12% | 5% | 5% | -2 | -2%[57.1 µM] | CCOC(=O)N1CCC(NC(=O)C2CCN(C(=O)N3CC(C)Oc4ccc(C)cc43)CC2)CC1 (stereo not given)
-6% | ? | 11µM* | i | -13% | ? | -9% | 0 | 32µM* | COc1ccc(OC)c(NC(=O)c2c(NCc3ccc(C)o3)sc3c2CCC(C)C3)c1 (stereo not given)
3% | 42%[activator] | -44% | i | -7% | 2% | -23% | 4 | -24%[57.1 µM] | C=CCn1c(SCc2ccc(C(=O)NCCO)cc2)nc2sc(C)c(C)c2c1=O
-2% | 40%[activator] | 6% | 18% | -11% | 6% | -10% | -6 | -1% | CN(C)S(=O)(=O)c1ccc(C(=O)Nc2ccnn2C2CCCCC2)cc1
-2% | 31% | -50% | -4% | -2% | -1% | -13% | 9 | -13% | O=C(CN1C(=O)C2C3C=CC(C4CC34)C2C1=O)Oc1ccccc1 (stereo not given)
· | · | · | 10% | 18% | · | -6% | 3 | · | COc1ccc(-c2csc(NC(=O)c3c(C)noc3C)n2)cc1OC
6% | 11% | -5%[59 µM] | 6% | -9% | 11% | 0% | 3 | 3% | c1cc2nnnn2nc1N1CCCCCC1
? | 37% | -3%[12.7 µM] | 5% | 2% | -8% | 6% | -20 | -16% | Cc1cc2nc(C)n(CCCNC(=O)Nc3ccc(C#N)cc3)c2cc1C
-4% | 35% | 9%[59 µM] | · | -8% | 22% | -14% | -2 | 79µM* | CCSc1nnc(NC(=O)c2cnccn2)s1
0% | 32% | 25% | -10% | -1% | 0% | -7% | -3 | -7% | CN(CCC1CCOCC1)C(=O)C1CCC(=O)N(CCc2cccc(F)c2)C1 (stereo not given)
-10% | 11% | 3%[59 µM] | -9% | 2% | 3% | -7% | -4 | -14% | CCOc1ccc(-n2nc(CO)c(C(=O)NCC(C)O)n2)cc1 (stereo not given)
5% | 7% | -17%[59 µM] | -1% | -3% | -36% | 1% | -2 | ? | CCOCCCNc1nc2cc(OC)c(OC)cc2c2nc(-c3ccccc3)nn12
8% | -1% | ? | 5% | -16% | -7% | -5% | -1 | -18% | CCCC(C(=O)NC1CCCC1)N(C(=O)Cn1nnc(-c2ccc(C)o2)n1)c1cccc(O)c1 (stereo not given)
-8% | 28% | 15% | i | 3% | -8% | -6% | 9 | -10% | COc1ccc(C)cc1S(=O)(=O)N(C)CC(=O)NC1CC1
3% | 11% | -26%[59 µM] | -4% | -10% | · | 0% | 9 | -18% | COc1ccc(NC(=O)c2nnn(CC(=O)Nc3cc(C)cc(C)c3)c2N)c(OC)c1
-3% | 54%[activator] | 13%[59 µM] | i | 0% | -6% | 2% | 0 | -14% | CC(C)CCNC(=O)C1CC(c2cccc([N+](=O)[O-])c2)=NO1 (stereo not given)
-9% | 15% | -7% | -8% | 11% | 4% | -18% | -11 | 2% | CN(NC(=O)Nc1ccccc1)c1cnn(C)c(=O)c1Cl
? | 50µM* | -36%[59 µM] | ? | -29% | 56µM* | 22µM* | -15 | 79µM* | COc1ccc(C2=CC3=C(Br)C(=O)C(C)(OC(=O)c4ccc(Cl)nc4)C(=O)C3=CO2)cc1 (stereo not given)
3% | -9% | 28µM* | 5% | 6% | 50µM* | -21% | -1 | -13% | COc1cccc(N2CCN(C(=O)/C=C/c3ccco3)CC2)c1
7% | 17% | 3%[0.0925 µM] | -7% | 3% | -3% | 5% | -4 | -33% | Cc1cccc(C(=O)Nc2nc(C)c(C(=O)Nc3ccc4c(c3)CCC4)s2)c1
? | -7% | ? | 6% | 10% | -38% | -14% | 1 | -23% | N#C/C(C(=O)NCCc1ccccc1)=C1/N=C(NC(=O)c2cccs2)c2ccccc21
-9% | 9% | 40%[activator] | -10% | 3% | 3% | -18% | -3 | -24% | COc1cc2c(c(OC)c1OC)-c1ccc(NC(=O)c3ccc(F)cc3)c(=O)cc1[C@@H](NC(C)=O)CC2
0% | 35%[activator] | -32% | 6% | ? | 2% | -7% | 4 | 7% | Cc1cc(C)n(-c2nncn2/N=C/c2ccccc2F)n1

A few values from above.
`N#C/C(C(=O)NCCc1ccccc1)=C1/N=C(NC(=O)c2cccs2)c2ccccc21` – PI4K2A inh: 1
`CC(C)CCNC(=O)C1CC(c2cccc([N+](=O)[O-])c2)=NO1` (stereo not given) – BAZ2B block: -6%
